# Screening results deposited in PubChem BioAssay by NMMLSC.
# Bim-Bcl-2: disrupts Bim peptide binding to human Bcl-2 | Bead-based flow cytometry, Bim peptide-Bcl-2 binding | actives 0.06% (n = 190,000) | AID 950 | inhibition, % at 10 µM | P10415; in the data active = inhibition above about 40%;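 also: 0% = no compound wells with probe peptide and 100% = reference peptide inhibitor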
# GSH fluor: compound fluoresces at 488/530 nm on GSH beads; GSH beads flow cytometry, compound fluorescence 488/530 nm; active compounds read high; actives 0.25% (n = 190,000); fluorescence (KMESF) at 10 µM; AID 1776; in the data active = fluorescence above about 89;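 also: glutathione beads carrying GST-tagged Bcl family fusion proteins plus one bare bead set; values are compound well signal with DMSO vehicle wells as background; inactives centre near 16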
# RGS8-Gao reg: modulates binding of RGS8 to human Galphao; P09471; multiplexed bead flow cytometry; actives lie on both sides; response (percent of control binding), % at 10 µM; actives 0.34% (n = 220,000); in the data active = response below about 60% or above about 140%; inactive = in between;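 also: Galphao activated as the GDP aluminium fluoride complex binding bead-coupled RGS8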
# Target sequence (P09471 whole entry, looked up): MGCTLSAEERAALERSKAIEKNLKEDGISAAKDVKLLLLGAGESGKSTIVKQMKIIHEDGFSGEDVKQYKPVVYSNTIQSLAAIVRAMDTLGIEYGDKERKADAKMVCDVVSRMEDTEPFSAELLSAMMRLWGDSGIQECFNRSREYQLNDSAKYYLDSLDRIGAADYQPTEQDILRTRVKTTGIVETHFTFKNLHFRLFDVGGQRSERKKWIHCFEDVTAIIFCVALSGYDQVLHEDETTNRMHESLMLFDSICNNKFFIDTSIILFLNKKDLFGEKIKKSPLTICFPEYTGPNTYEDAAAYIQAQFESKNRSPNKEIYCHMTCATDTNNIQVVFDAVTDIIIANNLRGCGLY
# Bim-Bfl-1: disrupts Bim binding to human Bfl-1 | Q16548 | Bead-based flow cytometry, Bim-Bfl-1 binding inhibition | inhibition, % at 10 µM | actives 0.12% (n = 190,000);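 also: 0% = wells without compound plus tracer and 100% = blocker peptide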
# Bim-Bcl-W: disrupts Bim peptide binding to human Bcl-W. Q92843. bead-based flow cytometry. inhibition, % at 10 µM. actives 0.02% (n = 190,000). AID 952;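 also: 0% = bound tracer without compound and 100% = peptide blocker; higher means less fluorescent Bim peptide bound to Bcl-W beads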
# ABCB1 block: human ABCB1 inhibition, ABCG2 as counter-screen. actives 0.067% (n = 190,000). CCRF-Adr cells, JC-1 efflux, flow cytometry. inhibition, % at 6.6 µM; in the data active = inhibition above about 40%;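 also: 0% = vehicle and 100% = reference inhibitor; higher value means more JC-1 retained so stronger ABCB1 efflux block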
# Bim-Bcl-B: disrupts Bim peptide binding to human Bcl-B; Q9HD36; AID 951; actives 0.073% (n = 190,000); bead-based flow cytometry; inhibition, % at 10 µM;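 also: 0% = tracer peptide without compound and 100% = reference inhibitor peptide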
# ABCG2 block: human ABCG2 inhibition, ABCB1 as counter-screen; Q9UNQ0; IgMXP3 cells, JC-1 efflux, flow cytometry; inhibition, % at 6.6 µM; actives 0.1% (n = 190,000); AID 1325;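 active = inhibition above 80%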;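 also: 0% = DMSO and 100% = nicardipine control wells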
# Target sequence (Q9UNQ0 whole entry, looked up): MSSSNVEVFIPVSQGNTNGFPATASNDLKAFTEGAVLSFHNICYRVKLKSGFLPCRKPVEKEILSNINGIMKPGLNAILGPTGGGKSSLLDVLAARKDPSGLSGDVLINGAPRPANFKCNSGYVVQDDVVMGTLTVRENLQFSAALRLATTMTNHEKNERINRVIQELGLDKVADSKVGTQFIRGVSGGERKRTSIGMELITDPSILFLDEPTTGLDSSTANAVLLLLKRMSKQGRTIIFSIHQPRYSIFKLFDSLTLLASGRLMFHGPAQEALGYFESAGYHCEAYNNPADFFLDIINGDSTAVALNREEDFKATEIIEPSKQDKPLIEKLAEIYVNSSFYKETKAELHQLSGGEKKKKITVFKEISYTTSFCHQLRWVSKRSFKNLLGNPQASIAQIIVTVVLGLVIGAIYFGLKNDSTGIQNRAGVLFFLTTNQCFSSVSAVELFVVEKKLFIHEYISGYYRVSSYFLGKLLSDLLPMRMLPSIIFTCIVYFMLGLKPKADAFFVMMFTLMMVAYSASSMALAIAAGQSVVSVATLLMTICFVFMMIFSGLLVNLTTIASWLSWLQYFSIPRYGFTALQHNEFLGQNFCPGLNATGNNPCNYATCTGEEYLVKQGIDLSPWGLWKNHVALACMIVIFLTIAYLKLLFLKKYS
#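 Test system: IgMXP3 (ABCG2) plus far-red-tagged CCRF-Adr (ABCB1) cells. Reagent: JC-1 dye as substrate. Timing: 10 min exposure at 25 °C with rotation, no wash. Measured by: flow cytometric JC-1 green MFI at 530 nm. Read-out: percent efflux inhibition, scaled nicardipine 100% to DMSO 0%. Control set: nicardipine and DMSO wells.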
# Bim-Bcl-XL: inhibitors of Bim-Bcl-XL interaction, human; Bim peptide-Bcl-XL binding, bead flow cytometry, fluorescence; AID 1007; actives 0.04% (n = 190,000); inhibition, % at 10 µM
# RGS4-Gao reg: human RGS4-Galphao interaction regulation; P09471; Multiplexed bead flow cytometry, RGS4-Galphao binding; actives lie on both sides; binding response (% of control), % at 10 µM; actives 0.33% (n = 220,000); AID 1415; in the data active = binding response below about 49% or above about 150%; inactive = in between;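 also: fluorescent Galphao activated with aluminum fluoride binding bead-coupled RGS4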
# RGS7-Gao reg: regulators of human RGS7-Galphao interaction; Multiplexed bead flow cytometry, RGS7-Galphao binding; actives lie on both sides; AID 1439; binding response (% of control), % at 10 µM; actives 0.35% (n = 220,000); in the data active = binding response below about 49% or above about 150%;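 also: fluorescent Galphao held in activated GDP-AlF4 state binding bead-coupled RGS7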
# * marks the source's active call; other numbers are inactive results; . = no result given. Rule as the data show it, unless noted: active = inhibition above about 40%.
nr	canonical_smiles	Bim-Bcl-2	GSH fluor	RGS8-Gao reg	Bim-Bfl-1	Bim-Bcl-W	ABCB1 block	Bim-Bcl-B	ABCG2 block	Bim-Bcl-XL	RGS4-Gao reg	RGS7-Gao reg
1	CCCCCn1c(Br)nc2c1c(=O)n(CC(N)=O)c(=O)n2C	0.0	6	97.8	0.0	2.0	0.4	0.0	1.4	2.0	97.0	99.3
2	N#Cc1c(-c2ccccc2)nc2n(-c3ccccc3)nc(C(=O)Nc3ccccc3)n2c1=O	-8.0	34	100.5	-16.0	-1.0	7.5	-14.0	49.3	-9.0	101.8	101.6
3	Cc1cc(C)nc(SCC(=O)NC2=NC(=O)C(C)S2)n1 (stereo not drawn)	0.0	27	95.3	0.0	-4.0	0.0	-2.0	1.8	-3.0	89.0	98.8
4	Cc1ccc(C2=C(CC(=O)O)C(=O)CC2)cc1	0.0	7	76.0	2.0	-1.0	-0.2	0.0	-1.8	0.0	91.9	91.4
5	C=CCN=C(NC#N)SCC(=O)NC(C)(C)C	1.0	13	61.1	1.0	-1.0	0.1	-2.0	-0.4	0.0	-27.7*	45.5*
6	O=C(O)c1ccc(/C=N/Nc2ccc(F)cc2F)cc1	0.0	15	99.9	-8.0	-1.0	0.1	-2.0	3.5	-3.0	100.4	96.5
7	COc1ccc(OC)c(-n2c(-c3cccc(O)c3)n[nH]c2=S)c1	-9.0	21	100.7	1.0	0.0	0.2	-28.0	-0.7	3.0	101.4	110.5
8	CN(C)C(=O)N1CCCC(C(=O)NCc2ccccc2)C1 (stereo not drawn)	-14.0	23	100.2	-12.0	-4.0	0.6	-11.0	0.8	-7.0	99.5	96.2
9	Cc1nc2n(c(=O)c1CCN1CCC(c3noc4cc(F)ccc34)CC1)CCCC2	-2.0	67	103.5	0.0	-1.0	.	-2.0	.	1.0	102.8	105.9
10	Cc1cc(C(=O)NCCCN2CC(C)CC(C)C2)n(-c2ccccc2)n1 (stereo not drawn)	-8.0	13	97.7	-13.0	-1.0	0.1	-7.0	1.6	-6.0	94.8	92.2
11	CCOC(=O)CCCc1c[nH]c2ccccc12	0.0	16	105.0	1.0	2.0	0.8	3.0	3.5	0.0	102.6	100.8
12	Cc1c(NC(=O)C(C)OC(=O)c2ccc(Br)o2)c(=O)n(-c2ccccc2)n1C (stereo not drawn)	0.0	16	99.3	-4.0	-2.0	0.2	-5.0	0.6	-2.0	97.8	100.0
13	Cn1cnnc1SCC(=O)NCCC(c1ccccc1)c1ccccc1	-3.0	18	98.7	0.0	-3.0	0.5	-2.0	2.7	-2.0	97.4	98.2
14	O=C(CCn1c(=S)oc2ccccc21)Nc1ccc2c(c1)OCCO2	-5.0	26	104.5	-7.0	-3.0	0.2	-8.0	3.5	-3.0	101.0	96.8
15	CSc1ccc(/C=N/NC(=O)CN2CCN(Cc3ccccc3Cl)CC2)cc1	-4.0	18	99.5	-4.0	-3.0	0.1	-4.0	0.6	-7.0	99.7	100.8
16	CCCCCC(C)NC(=S)NC(=O)c1cc(S(=O)(=O)N2CCOCC2)ccc1C (stereo not drawn)	-1.0	8	93.8	-2.0	-4.0	-0.5	-5.0	-4.2	-5.0	98.8	96.5
17	CCOc1ccccc1-n1c(SCC(=O)N2CCOCC2)nnc1-c1ccccn1	2.0	15	92.0	-1.0	0.0	0.0	3.0	0.5	-2.0	93.2	93.0
18	CC(C)CCOc1cccc(OCC(=O)NC2CCS(=O)(=O)C2)c1 (stereo not drawn)	2.0	19	96.4	6.0	-3.0	0.2	0.0	0.8	-3.0	100.1	95.4
19	Cc1ccc(N2C(=O)[C@@H]3[C@H](C2=O)C2c4ccccc4C=CN2[C@@H]3C(=O)c2ccco2)cc1 (stereo partly drawn)	-11.0	22	99.0	-13.0	-2.0	2.8	-9.0	34.6	-12.0	100.2	98.8
20	COCCCN1C(=O)c2ccc(C(=O)O)cc2C1=O	-5.0	32	95.7	-13.0	1.0	0.8	-10.0	-4.7	-6.0	93.0	95.1
21	CCOc1ccc(CC(C(N)=O)C(N)=O)cc1CN(C)C	-4.0	9	98.7	-1.0	0.0	0.4	-1.0	1.9	-2.0	97.5	97.5
22	CS(=O)(=O)N1CCN(C(=S)NCc2ccc(F)cc2)CC1	-4.0	8	87.1	-2.0	-3.0	0.2	-6.0	0.8	-5.0	97.5	98.6
23	O=C(Cn1nc(-c2ccccc2)nc1-c1ccccc1)N1CCOCC1	-12.0	14	110.1	-11.0	-1.0	-0.6	-12.0	-3.0	-4.0	106.2	110.6
24	CCOC(=O)c1ccc2c(c1)nc(SC/C(O)=C(\C#N)c1nc3ccccc3[nH]1)n2CC	-5.0	7	103.0	-8.0	0.0	-0.2	-6.0	-0.5	-4.0	102.7	108.1
25	O=[N+]([O-])c1ccc(S(=O)(=O)NCCc2cn3ccccc3n2)cc1	-1.0	16	101.2	0.0	0.0	0.5	0.0	3.6	-2.0	110.9	102.2

# Continuation:
nr	canonical_smiles	Bim-Bcl-2	GSH fluor	RGS8-Gao reg	Bim-Bfl-1	Bim-Bcl-W	ABCB1 block	Bim-Bcl-B	ABCG2 block	Bim-Bcl-XL	RGS4-Gao reg	RGS7-Gao reg
26	Cc1ccc(S(=O)(=O)n2[nH]c(=O)cc2NC(=O)c2cccs2)cc1	2.0	19	103.5	2.0	-2.0	0.5	9.0	0.9	-3.0	104.0	108.0
27	S=c1[nH]nc(-c2ccco2)n1/N=C/c1cccs1	0.0	17	96.6	4.0	0.0	-0.6	4.0	-2.4	-1.0	90.8	87.0
28	CCOC(=O)Nc1ccccc1C(=O)N1CCOCC1	-1.0	15	99.0	-6.0	0.0	-0.1	-3.0	-0.2	-2.0	104.4	105.8
29	COc1ccc(/C=N\NC(=O)c2nn(C)cc2Cl)cc1CN1CCOCC1	-1.0	8	89.7	0.0	0.0	-0.6	-4.0	-5.6	-4.0	93.6	100.7
30	Cc1cccc(Nc2nc(N)nc(CN3CCN(Cc4ccc5c(c4)OCO5)CC3)n2)c1	-7.0	30	99.7	-19.0	-1.0	2.4	-12.0	8.7	-1.0	97.0	96.8
31	O=C1NC(=O)/C(=C\c2ccc(Oc3cnccn3)cc2)S1	-2.0	26	98.2	-5.0	0.0	-0.2	2.0	4.2	-1.0	99.2	98.8
32	O=C(NC1CCCCC1)c1ccc(CNc2nc(=S)[nH]c3ccccc23)cc1	-3.0	12	103.6	-4.0	0.0	-0.5	-9.0	4.4	0.0	103.0	105.7
33	COCCSc1ccccc1C(=O)N1CCN(Cc2ccc3c(c2)OCO3)CC1	-1.0	19	101.0	1.0	2.0	0.6	-2.0	1.2	1.0	98.7	99.1
34	CCOC(=O)Nc1ccc(S(=O)(=O)Nn2cnnc2)cc1	-1.0	25	97.4	0.0	-3.0	0.8	-2.0	3.1	-1.0	103.2	102.1
35	CN(c1cccc(NC(=O)Nc2cccc(Cl)c2)c1)S(C)(=O)=O	-11.0	29	97.1	-18.0	-1.0	0.7	-8.0	54.4	-7.0	95.9	97.1
36	COc1ccc(NC(=O)c2ccc(-n3nc(C)c[n+]3[O-])cc2)cc1	2.0	11	100.7	1.0	-3.0	0.7	-1.0	6.5	0.0	98.3	97.1
37	COC(=O)CNC(=O)CN1C(=O)N(c2ccccc2)C(N(O)C(=O)Nc2ccccc2)C1(C)C (stereo not drawn)	-6.0	27	99.4	-2.0	-3.0	0.3	-5.0	1.0	-5.0	99.9	97.5
38	NC1=NS(=O)(=O)NC1c1cccc(Cl)c1 (stereo not drawn)	-1.0	59	99.9	-6.0	-3.0	0.6	-2.0	0.7	-1.0	103.5	100.6
39	COc1ccccc1NCC(O)COc1ccc(C(C)(C)C)cc1 (stereo not drawn)	4.0	18	94.6	3.0	7.0	0.4	0.0	1.8	3.0	100.9	91.6
40	Cc1cccc(OCC(O)CN2CCN(C3CCCCC3)CC2)c1 (stereo not drawn)	-6.0	20	102.5	-15.0	0.0	1.1	-8.0	11.1	-5.0	101.7	105.4
41	O=C(O)C1CCN(S(=O)(=O)c2ccc(Oc3ccccc3)cc2)CC1	-6.0	32	100.3	-13.0	0.0	1.4	-5.0	3.1	0.0	98.7	101.3
42	Cc1ccc(CONC(=O)c2ccc(OC(F)F)cc2)cc1	0.0	12	98.1	-3.0	-1.0	0.2	-3.0	7.3	0.0	100.7	101.8
43	CCOc1ccc2c(c1)-c1c(ssc1=S)C(C)(C)N2C(=O)c1ccco1	5.0	24	115.7	8.0	1.0	0.3	-8.0	-0.5	-4.0	99.5	98.3
44	CC(C)c1ccc(CNC(=O)C(=O)NCC2CCCO2)cc1 (stereo not drawn)	0.0	12	105.0	-5.0	0.0	0.6	-3.0	1.6	-2.0	101.8	106.2

# Complete entries as entered above. Values in the order: Bim-Bcl-2	GSH fluor	RGS8-Gao reg	Bim-Bfl-1	Bim-Bcl-W	ABCB1 block	Bim-Bcl-B	ABCG2 block	Bim-Bcl-XL	RGS4-Gao reg	RGS7-Gao reg
# COc1ccc(/C=N\NC(=O)c2nn(C)cc2Cl)cc1CN1CCOCC1 as listed: -1.0	8	89.7	0.0	0.0	-0.6	-4.0	-5.6	-4.0	93.6	100.7
# CCOC(=O)Nc1ccc(S(=O)(=O)Nn2cnnc2)cc1 as listed: -1.0	25	97.4	0.0	-3.0	0.8	-2.0	3.1	-1.0	103.2	102.1

# Structures listed so far with two or more sulfur atoms (6):
nr	canonical_smiles	Bim-Bcl-2	GSH fluor	RGS8-Gao reg	Bim-Bfl-1	Bim-Bcl-W	ABCB1 block	Bim-Bcl-B	ABCG2 block	Bim-Bcl-XL	RGS4-Gao reg	RGS7-Gao reg
3	Cc1cc(C)nc(SCC(=O)NC2=NC(=O)C(C)S2)n1 (stereo not drawn)	0.0	27	95.3	0.0	-4.0	0.0	-2.0	1.8	-3.0	89.0	98.8
16	CCCCCC(C)NC(=S)NC(=O)c1cc(S(=O)(=O)N2CCOCC2)ccc1C (stereo not drawn)	-1.0	8	93.8	-2.0	-4.0	-0.5	-5.0	-4.2	-5.0	98.8	96.5
22	CS(=O)(=O)N1CCN(C(=S)NCc2ccc(F)cc2)CC1	-4.0	8	87.1	-2.0	-3.0	0.2	-6.0	0.8	-5.0	97.5	98.6
26	Cc1ccc(S(=O)(=O)n2[nH]c(=O)cc2NC(=O)c2cccs2)cc1	2.0	19	103.5	2.0	-2.0	0.5	9.0	0.9	-3.0	104.0	108.0
27	S=c1[nH]nc(-c2ccco2)n1/N=C/c1cccs1	0.0	17	96.6	4.0	0.0	-0.6	4.0	-2.4	-1.0	90.8	87.0
43	CCOc1ccc2c(c1)-c1c(ssc1=S)C(C)(C)N2C(=O)c1ccco1	5.0	24	115.7	8.0	1.0	0.3	-8.0	-0.5	-4.0	99.5	98.3
